GLA spleen mod = alpha-galactosidase A (human) modulation; human spleen homogenate, 4MU-alpha-Gal fluorescence, 40 min; AID 2107; Potency, µM (series often up to 80 µM), inactives show top-dose activity change, negative = inhibition, most hits filed as inhibitors; P06280; 240,000 compounds, 0.008% hits;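 note: 0% = enzyme with vehicle and -100% = no enzyme basal signal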
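qHTS titration in buffer at pH 5.0. Alpha-galactosidase activity in spleen homogenate was measured via 4-methylumbelliferone release from 1 mM fluorogenic substrate after 40 min at 37C and a pH 10 stop. AC50 came from Hill fits of control-normalized data.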
Tau fibril FP = inhibitors of human tau fibril formation | P10636 | 280,000 compounds, 0.39% hits | K18 P301L tau heparin fibrillization, Alexa594 FP, 6 h | Potency, µM (doses to about 57.7 µM), inactives show at the highest dose activity, negative = inhibition, most hits filed as inhibitors; note: nearly all actives have a fitted effect of over 55% in size
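Read-out: fluorescence polarization of Alexa 594-labeled tau (0.24 uM), 555 nm excitation, 632 nm emission. Mixtures held 15 uM unlabeled K18 P301L, compound and 20 uM heparin, pH 7 acetate buffer, incubated 6 hr at 37 C.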
TR SRC2 fluor cs = Texas Red fluorescence interference in TRb-SRC2 counter-screen | 280,000 compounds, 0.29% hits | Potency, µM (top dose mostly 106 µM), without a hit: top-dose fluorescence change, negative = quenching | AID 1479 | TRb/SRC2 Texas Red total fluorescence interference; active = well fitted curve in either direction with a large enough effect; inconclusive = small, poorly fitted or top-dose-only effect
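Human TRb ligand-binding domain at 0.6 uM with 20 nM Texas Red SRC2 peptide in Tris buffer containing 1 uM T3 and 5% DMSO, incubated with compound 5 h at ambient temperature. Total fluorescence (555/632 nm) calculated as parallel + 2 × perpendicular.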
TRb-SRC2 inh = TRbeta-SRC2 interaction inhibition; P10828; TRbeta-SRC2 peptide binding, fluorescence polarization; receptor liganded with 1 µM T3; Potency, µM (series often up to 106 µM), for the others: at the highest dose activity change, negative = inhibition, hits mostly inhibitors; 280,000 compounds, 0.065% hits;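 note: plate controls were bound peptide for no effect and peptide without receptor for full effect; nearly all actives have a fitted effect of over 50% in size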
Target sequence (P10828 whole entry, looked up): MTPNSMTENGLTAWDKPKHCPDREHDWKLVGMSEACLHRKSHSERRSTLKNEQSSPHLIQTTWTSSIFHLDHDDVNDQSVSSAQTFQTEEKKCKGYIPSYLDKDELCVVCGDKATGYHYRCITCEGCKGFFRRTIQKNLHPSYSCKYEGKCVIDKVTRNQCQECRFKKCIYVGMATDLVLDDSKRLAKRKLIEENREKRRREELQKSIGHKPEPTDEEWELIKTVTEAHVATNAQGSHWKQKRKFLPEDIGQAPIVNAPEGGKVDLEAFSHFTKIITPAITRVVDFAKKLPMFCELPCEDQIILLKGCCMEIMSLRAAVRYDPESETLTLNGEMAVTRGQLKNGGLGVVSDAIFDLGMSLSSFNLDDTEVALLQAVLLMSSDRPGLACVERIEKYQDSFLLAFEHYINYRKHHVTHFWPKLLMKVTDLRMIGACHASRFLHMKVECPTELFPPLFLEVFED
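Decrease in fluorescence polarization of 20 nM Texas Red SRC2 coactivator peptide flagged inhibition of its binding to 0.6 uM TRb LBD; 1 uM T3 included, incubation 5 hr, ex 555/em 632 nm.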
ALDH1A1 block = blocks purified human ALDH1A1 activity. P00352. Purified ALDH1A1, NADH fluorescence, propionaldehyde substrate. Potency, µM (titrated, usually from 75.3 µM), without a hit: at the highest dose activity, negative = inhibition, hits mostly inhibitors. 220,000 compounds, 7.3% hits. AID 1030; active = well fitted inhibition curve with a large enough effect, not every such curve was filed as active; inconclusive = small, poorly fitted or top-dose-only effect, or another doubt; inactive = no such curve, though single readings can be large or run the other way;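 note: plate controls were no enzyme wells and a reference inhibitor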
Target sequence (P00352 whole entry, looked up): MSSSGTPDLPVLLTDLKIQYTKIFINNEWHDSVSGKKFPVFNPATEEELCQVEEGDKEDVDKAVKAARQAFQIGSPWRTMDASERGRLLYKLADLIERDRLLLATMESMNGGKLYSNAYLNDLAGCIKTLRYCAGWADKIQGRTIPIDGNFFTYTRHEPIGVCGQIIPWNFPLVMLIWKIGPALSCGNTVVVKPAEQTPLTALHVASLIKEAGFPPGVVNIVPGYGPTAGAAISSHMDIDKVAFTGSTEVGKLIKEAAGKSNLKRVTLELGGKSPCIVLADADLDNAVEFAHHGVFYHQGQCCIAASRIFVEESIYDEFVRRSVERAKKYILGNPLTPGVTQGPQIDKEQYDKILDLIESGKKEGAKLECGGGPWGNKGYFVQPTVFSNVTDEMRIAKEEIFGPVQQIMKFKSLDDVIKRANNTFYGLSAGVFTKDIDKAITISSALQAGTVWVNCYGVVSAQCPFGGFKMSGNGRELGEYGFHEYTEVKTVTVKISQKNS
L3MBTL1 block = inhibitors of human L3MBTL1. Q9Y468. AlphaScreen L3MBTL1–H3K9me1 peptide binding. Potency, µM (series often up to 57.1 µM), without a hit: at the top dose activity, negative = inhibition, hits mostly inhibitors. 230,000 compounds, 0.66% hits; note: nearly all actives have a fitted effect of over 60% in size
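First, the protein-peptide complex forms for 30 min at room temperature (L3MBTL1 50 nM, biotinylated H3K9me1 peptide 75 nM). Next, compounds are pin-transferred and incubated 30 min. Finally, AlphaScreen beads are added and read after 30 min.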
Tau ThT inhib = blocks human tau fibril formation measured by thioflavin T; P10636; recombinant tau K18 P301L, heparin-induced fibrillization, ThT fluorescence; Potency, µM (top dose mostly 57.4 µM), without a hit: at the highest dose activity, negative = inhibition, most hits filed as inhibitors; 270,000 compounds, 2.1% hits; note: nearly all actives have a fitted effect of over 55% in size
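Heparin-induced (20 uM) aggregation of recombinant human K18 P301L tau, 15 uM unlabeled with 0.24 uM labeled, pH 7 acetate buffer, 6 hr at 37 C with compound. Fibrils quantified by 30 uM ThT fluorescence after 1 hr ambient incubation.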
Tau fluor counter = counter-screen for tau fibril formation inhibitors. tau K18 P301L (four-repeat tau fragment) Alexa594 fluorescence, heparin fibrillization. Potency, µM (doses to about 57.7 µM), for inactives: at the highest dose activity change, negative = decrease. 280,000 compounds, 0.93% hits; note: nearly all actives have a fitted effect of over 55% in size
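Human K18 P301L tau (15 uM unlabeled plus 0.24 uM Alexa 594-labeled, final) in 100 mM sodium acetate pH 7 was mixed with compound and 20 uM heparin and incubated 6 hr at 37 C.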
An asterisk follows results filed as active; ? = inconclusive; . = no result given; [ ] = another dose, or the depositor's remark. Unless noted, calls come from the whole dose curve; as a rule, active = well fitted curve in the direction sought with a large enough effect; inconclusive = small, poorly fitted or top-dose-only effect, or another doubt; inactive = no such curve, though single readings can be large; an effect the other way counts as inactive or inconclusive. Unless noted, % is set by controls: 0 for no effect and ±100 for the full control effect; potency is the fitted concentration of half-maximal effect.

Compound	GLA spleen mod	Tau fibril FP	TR SRC2 fluor cs	TRb-SRC2 inh	ALDH1A1 block	L3MBTL1 block	Tau ThT inhib	Tau fluor counter
C/C=C\C=C/C(=O)Nc1cccc(C2=NOC3(C2)C[C@@H](C(N)=O)N(C(=O)C2(C)CC2)C3)c1 (some centres undefined)	-3%	0%	0%	2%	.	.	-1%	19%
C/C(=N\NC(=O)CCn1nc(C)cc1C)C(C)(C)C	-25%	4%	-4%	2%	6%	1%	-6%	-4%
CC(C)CC(=O)N1CCN(C(=O)CCC2CCCC2)CC1	9%	1%	0%	6%	-15%	0%	-1%	0%
Cc1ccc(S(=O)(=O)N(CC(=O)NCCC2=CCCCC2)Cc2ccccc2F)cc1	1%	4%	-2%	-10%	-3%	2%	-11%	-14%
CN(C)c1ccc(/C=N/N=C2/SC(CC(=O)O)C(=O)N2c2ccc(O)cc2)cc1 (centres undefined)	9%	1%	-7%	-5%	?	2%	-8%	-6%
Cc1cc(C)c(NC(=O)C2CC(=O)N(Cc3ccccc3)C2)c(C)c1 (centres undefined)	-2%	3%	1%	-1%	12%	8%	1%	2%
CCOC(=O)C1CCCN(C(=O)CNC(=O)Cn2ccc3ccccc3c2=O)C1 (centres undefined)	0%	2%	-5%	-5%	-6%	-1%	3%	3%
Cc1ccc(S(=O)(=O)N2c3ccccc3OCC2c2ccccc2)cc1 (centres undefined)	-6%	-13%	-3%	10%	10%	13%	1%	-25%
Cc1cc([N+](=O)[O-])ccc1NC(=O)C(C)N1CCN(c2ccccn2)CC1 (centres undefined)	1%	4%	-1%	-4%	0%	-5%	-12%	-21%
CN(C)S(=O)(=O)N1CCN(S(=O)(=O)N(C)C)CC1	3%	-4%	-1%	-2%	-10%	.	-13%	-2%
O=C(CCC1CCCN(c2ncccn2)C1)NCc1ccc(F)c(F)c1 (centres undefined)	-5%	-4%	-2%[53 µM]	1%[53 µM]	?	8%	2%	-5%
O=C(CSc1ccc2ccccc2n1)c1ccc2c(c1)OCO2	-3%	?	-1%	5%	?	.	?	-30%
Cc1noc(C)c1CSc1ccc2ccccc2n1	-3%	1%	-2%	-1%	-1%	58%[activator]	-9%	-10%
COC(=O)c1cccc(NC(=O)Cc2nc(-c3ccccc3)sc2-c2ccc(C)cc2)c1	-3%	?	2%	-3%	-1%	-4%	5%	?
Cc1cccc(C(=O)N(Cc2nc3ccccc3c(=O)[nH]2)C2CCCCC2)c1	-9%	5%	-1%[53 µM]	-9%[53 µM]	?	-8%	-7%	-12%
O=C(Cn1c(-c2ccccn2)nc2ccccc21)N/N=C/c1ccccn1	4%	-2%	-2%	9%	-5%	.	-7%	-4%
CC(C)COC(=O)NCC12C=CC(O1)C1C(=O)N(c3ccc(Cl)cc3)C(=O)C12 (centres undefined)	-7%	10%	-7%	-5%	0.56µM*	-3%[11.4 µM]	-9%	12%
O=C1CCCC2=C1C(c1ccncc1)c1c(nc(SCc3ccccc3Cl)[nH]c1=O)N2 (centres undefined)	2%	-6%	1%	8%	?	.	-10%	-8%
Cc1ccc(C)c2nc(SCC(=O)NCc3cccs3)c(C#N)cc12	3%	-2%	2%	3%	?	1%	9%	6%
Cn1cc(C(=O)N/N=C/C(Br)=C\c2ccccc2)ccc1=O	7%	-8%	-2%	-2%	?	7%	-8%	2%
C/C(=N\NC(=O)c1ccccc1)c1ccc(C)c([N+](=O)[O-])c1	-1%	-11%	-3%	-9%	?	-3%	?	-11%
Cn1c(-c2cc(Cl)ccc2O)nc2c1c(=O)[nH]c(=O)n2Cc1ccccc1	2%	-4%	-2%	2%	?	-3%	1%	-15%
Cc1sc2nc(CN3CCCCC3)nc(N3CCN(C(=O)c4ccco4)CC3)c2c1C	-3%	-5%	-3%	-9%	2%	?	2%	6%
CCOc1ccc(-c2nnc(-c3ccc(OC)cc3)o2)cc1	14%	-9%	3%	-19%	-10%	-3%	7%	5%
COC(C[C@H](O)[C@@H](C)[C@H](O)COCc1ccccc1)OC	6%	-1%	0%	10%	.	.	6%	2%
CC(=O)c1cccc(NC(=O)[C@H]2O[C@@H]3OC(C)(C)O[C@@H]3[C@H]3OC(C)(C)O[C@H]32)c1	.	-6%	-3%	7%	.	.	-6%	-5%
CCCCCNC(=O)CCn1c(=O)[nH]c2ccccc2c1=O	.	-1%	-5%	-3%	.	.	10%	5%
CCOCCCNC(=O)C1CCC(CNS(=O)(=O)c2ccc(OC)cc2)CC1 (centres undefined)	-5%	4%	-6%	-3%	?	.	-7%	-4%
CC(C)Sc1nc2c(c(=O)[nH]c(=O)n2C)n1CCc1ccccc1	-3%	-1%	0%	-5%	?	0%	-3%	3%
COc1ccccc1C(=O)Oc1cc(C)[nH]c(=O)c1[N+](=O)[O-]	-8%	12%	-1%	-3%	5%	.	-4%	1%
CCn1nc(NC(=O)c2cccnc2)c2cc3ccccc3nc21	1%	1%	-2%	1%	-3%	.	-15%	-11%
Cc1ccc(Oc2c(C=O)c3ccccc3n2C)cc1	13%	?	0%	-1%	-4%	11%	?	-16%
O=C(NCc1cccs1)c1ccc(CSc2nc3cccnc3n2Cc2ccccc2)cc1	.	10%	1%	4%	.	.	5%	-26%
CCOC(=O)C1(CC2CCCCO2)CCN(Cc2nc(-c3cccs3)oc2C)CC1 (centres undefined)	-5%	2%	-1%	-7%	?	0%	-4%	0%
CC(C)C(c1nnnn1C1CCCC1)N1CCCc2ccccc21 (centres undefined)	-23%	10%	-1%	-2%	?	-3%	-11%	-12%
COc1cc(OC)c(OC)cc1/C=N/NC(=S)NCC1CCCO1 (centres undefined)	16%	-3%	-3%	-8%	?	.	-21%	-15%

Next part; the last three above are carried over.
Compound	GLA spleen mod	Tau fibril FP	TR SRC2 fluor cs	TRb-SRC2 inh	ALDH1A1 block	L3MBTL1 block	Tau ThT inhib	Tau fluor counter
CCOC(=O)C1(CC2CCCCO2)CCN(Cc2nc(-c3cccs3)oc2C)CC1 (centres undefined)	-5%	2%	-1%	-7%	?	0%	-4%	0%
CC(C)C(c1nnnn1C1CCCC1)N1CCCc2ccccc21 (centres undefined)	-23%	10%	-1%	-2%	?	-3%	-11%	-12%
COc1cc(OC)c(OC)cc1/C=N/NC(=S)NCC1CCCO1 (centres undefined)	16%	-3%	-3%	-8%	?	.	-21%	-15%
COc1cccc(OC)c1C(=O)N1CCOCC1	2%	6%	2%	-14%	-1%	-4%	1%	4%
NS(=O)(=O)c1ccc(NC(=O)COC(=O)c2cc3ccccc3cc2O)cc1	-2%	-3%	-1%	-6%	.	1%	-4%	-20%
COC(=O)N1C(/C=C/c2ccc3c(c2)OCO3)=Cc2ccccc2C1CC(C)=O (centres undefined)	6%[17.5 µM]	-2%[11.6 µM]	0%[11.2 µM]	7%[11.2 µM]	?	.	-4%[11.5 µM]	-7%[11.6 µM]
CCCc1cc(=O)n2[nH]c(-c3ccccc3)cc2n1	0%	-14%	-4%	-1%	?	19%	-9%	-3%
COc1ccc(N(CC(=O)NN=C2CCCCCCC2)S(=O)(=O)c2ccccc2)cc1	-3%	-3%	0%	-3%	?	1%	-7%	-9%
Cc1ccccc1CNC(=O)c1ccc2nc(SCc3ccc(F)cc3)n(C)c2c1	.	-3%	4%	-5%	.	.	2%	-15%
COc1ccc(N2CCN(C(c3cc4cc(C)ccc4[nH]c3=O)c3nnnn3Cc3ccccc3)CC2)cc1 (centres undefined)	3%	3%	-1%	-3%	14µM*	.	?	?
Cc1ccc(C(=O)Nc2ccon2)cc1S(=O)(=O)N1CCOCC1	-13%	-8%	-1%	-18%	-2%	.	-8%	-7%
COc1ccc(Cl)cc1NC(=O)CCCn1c(C)c2cnn(-c3ccccc3)c(=O)c2c1C	.	1%	0%	-1%	.	.	-18%	-27%
O=C(CN(CC1CCCO1)C(=O)CCC(=O)Nc1ccccn1)NCc1ccccc1 (centres undefined)	-1%	0%	0%	-3%	3%	-1%	3%	0%
CN(Cc1ccccc1)c1oc(COc2ccccc2F)nc1C#N	2%	1%	-3%	-14%	?	.	0%	-26%
COc1cc2nc(CN(CCC(C)C)Cc3nc4cc(OC)c(OC)cc4c(=O)[nH]3)[nH]c(=O)c2cc1OC	-1%	5%	2%	1%	6%	4%	-9%	1%
CCOc1ccc(CCNC(=O)CN2C(=O)C(CC)Oc3ccccc32)cc1OCC (centres undefined)	.	-8%	-1%	7%	.	.	-3%	-9%
C[C@@H]1CCC[C@H](C)N1Cc1nc(Cc2ccccc2Cl)no1	6%	-7%	-4%	-5%	8%	-7%	3%	5%[2.34 µM]
COc1cccc(CN(C)CC(=O)Nc2cc3oc4ccccc4c3cc2OC)c1	-5%	-2%	11%	8%	-7%	?	4%	-1%
Cc1cccc(SC2CCN(Cc3nc(CC4CC4)no3)CC2)c1	9%	3%	-7%	-7%	6%	29%	-9%	-5%
CCOC(=O)C1CCN(C(=O)Cc2c(F)cccc2Cl)CC1	6%	0%	1%	4%	-3%	.	0%	6%
COCCC(=O)Nc1ccc2c(c1)CN(C(=O)CCOC)CC2	-2%	2%	-2%	2%	-2%	8%	-8%	-10%
Cc1ccc2cc3c(N)nn(C(=O)c4cccc(F)c4)c3nc2c1	.	4%	-2%	2%	.	.	-12%	-16%
C/C(=N\NC(=S)NC(C)C)c1cccc([N+](=O)[O-])c1	-4%	-9%	3%	4%	-2%	-3%	-16%	-23%
CC(C(=O)N1CCc2ccccc21)n1cccc1 (centres undefined)	4%	7%	-2%	-14%	8%	.	-13%	-8%
CCCCN(C)Cc1c(C)[nH]c2ccc(OCC)cc2c1=O	-6%	0%	-1%	-13%	?	12%	11%	12%
